# TR-FRET SRC-2 ct: TR-FRET signal artefacts, primary screen, artefact control for PPARgamma SRC-2 agonist project, biochemical; AID 1049, 2008; TR-FRET ratio at 8 µM; TR-FRET artefact counter-screen; active compounds read high; actives 0.4% (n = 200,000); in the data active = TR-FRET ratio above about 2000; note: inactives centre near 1500
# STAT3 activator: IL-6 driven STAT3 reporter potentiators, primary screen, U3A cells, luciferase, luminescence, MLSCN library. activation (% of control), % at 5.6 µM. actives 0.91% (n = 190,000). IL-6 STAT3-luciferase reporter; 100% = signal with IL-6 EC80 alone;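 active = activation above the screen-wide mean of compound activation plus 3 SD, cut at about 130% in these data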;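 note: 0% = background luminescence of wells with medium and substrate only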
#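 Detection: reporter luminescence signal / Assay system: STAT1-lacking human U3A cells, STAT3 luciferase reporter / Incubation: compound pre-incubation 1 h before IL-6, then 6 h stimulation at 37 °C / Control set: IL-6-only high control / Read-out: % activation relative to IL-6 control / Probe or stimulus: Interleukin-6, 33 ng/mL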
# ROMK primary: ROMK potassium channel modulators, primary screen, cell-based, thallium flux, MLSMR library. ATP-sensitive inward rectifier potassium channel 1 (Homo sapiens), P48048. Tet-inducible ROMK, thallium flux fluorescence; actives lie on both sides. B-score at 10 µM. actives 2% (n = 130,000). AID 1918, 2009;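 active = signal ratio slope over the read window, or its plate-corrected B-score, at least 3 SD from the plate mean, either direction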;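 note: B-score of the F/F0 ratio slope over 7 to 12 s after thallium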
# Target sequence (P48048 whole entry, looked up): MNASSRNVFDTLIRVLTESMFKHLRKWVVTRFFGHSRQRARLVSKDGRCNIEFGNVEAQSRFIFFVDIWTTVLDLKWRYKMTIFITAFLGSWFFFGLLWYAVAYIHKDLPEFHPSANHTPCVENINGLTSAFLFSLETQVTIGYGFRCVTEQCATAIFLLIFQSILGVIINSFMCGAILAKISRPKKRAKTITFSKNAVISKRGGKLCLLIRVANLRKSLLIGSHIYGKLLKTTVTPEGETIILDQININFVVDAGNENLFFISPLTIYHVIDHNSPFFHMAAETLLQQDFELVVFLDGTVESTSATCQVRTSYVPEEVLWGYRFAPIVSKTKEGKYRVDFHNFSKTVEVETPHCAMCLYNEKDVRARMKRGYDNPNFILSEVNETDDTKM
# TNAP act hi DEA: TNAP activators at high phosphate acceptor level, primary screen, biochemical, luminescence, uHTS. Alkaline phosphatase, tissue-nonspecific isozyme (Homo sapiens), P05186. purified TNAP, CDP-star luminescence, 1 M DEA, 30 min; active compounds read high; 0 = EDTA background, 1 = DMSO-only activity. activation factor at 20 µM. 200,000 tested, under 10 active. AID 1136, 2008;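 active = activation factor at least 2 at 20 µM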
# Target sequence (P05186 whole entry, looked up): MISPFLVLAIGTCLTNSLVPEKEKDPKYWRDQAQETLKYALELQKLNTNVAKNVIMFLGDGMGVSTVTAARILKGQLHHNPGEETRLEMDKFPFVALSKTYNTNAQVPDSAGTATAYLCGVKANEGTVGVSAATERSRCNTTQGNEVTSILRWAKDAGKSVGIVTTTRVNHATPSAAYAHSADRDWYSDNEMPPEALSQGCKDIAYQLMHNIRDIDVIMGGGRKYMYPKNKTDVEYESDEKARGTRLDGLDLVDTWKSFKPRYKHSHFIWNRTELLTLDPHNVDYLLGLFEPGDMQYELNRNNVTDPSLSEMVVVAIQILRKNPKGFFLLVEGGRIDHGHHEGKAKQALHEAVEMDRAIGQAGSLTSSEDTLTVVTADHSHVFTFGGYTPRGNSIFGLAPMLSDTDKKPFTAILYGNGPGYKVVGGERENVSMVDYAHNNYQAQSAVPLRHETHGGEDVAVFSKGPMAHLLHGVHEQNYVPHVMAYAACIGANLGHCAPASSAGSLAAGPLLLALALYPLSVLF
#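 Control set: EDTA negative control, DMSO positive control / Assay system: human TNAP / Quantity: TNAP 1/800 final / Evaluation: TNAP activation factor scaled between EDTA and DMSO control wells / Measured by: luminescent substrate turnover signal / Compound dosing: one dose, 20 µM / Times: 30 min enzyme reaction at room temperature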
# PPARg SRC-3 ag: PPARgamma agonists recruiting SRC-3 coactivator, primary screen, biochemical. Peroxisome proliferator-activated receptor gamma (Homo sapiens), P37231. biochemical PPARgamma/SRC-3 coactivator recruitment assay. activation, % at 8 µM. actives 0.26% (n = 200,000). AID 731, 2007; in the data active = activation above about 23%;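 note: 0% = DMSO and 100% = reference agonist; some compounds past the cut are filed as inactive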
# bIAP act: bovine intestinal alkaline phosphatase activators, primary screen, biochemical, bovine IAP, CDP-star luminescence. alkaline phosphatase, intestinal [Bos taurus]. purified bovine IAP, 30 min; active compounds read high; fold of DMSO-control signal, blank-subtracted. activation factor at 20 µM. actives 0.17% (n = 200,000). AID 1016, 2008;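 active = activation factor of 2 or more at 20 µM, a signal rise over negative controls twice the positive control's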
# PPARg SRC1 recr: PPARgamma agonists recruiting SRC-1 coactivator, primary screen, biochemical | activation, % at 8 µM | PPARgamma-SRC-1 coactivator recruitment biochemical assay | actives 0.41% (n = 200,000) | AID 631, 2007 | Peroxisome proliferator-activated receptor gamma (Homo sapiens), P37231; in the data active = activation above about 19%;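 note: 0% = DMSO and 100% = reference agonist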
# STAT3 inh: IL-6 driven STAT3 reporter inhibitors, primary screen, U3A cells, luciferase, luminescence, MLSCN library; IL-6 STAT3-luciferase reporter; host cell line lacks STAT1; actives 0.89% (n = 190,000); AID 862, 2007; inhibition, % at 5.5 µM;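 active = inhibition above the mean inhibition across all screened compounds plus 3 SD, cut at about 44% in these data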;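 note: 0% = DMSO only wells and 100% = 100 µM nifuroxazide control wells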
# STAT1 blocker: STAT1 signaling inhibitors, primary screen, cell-based, HTS, luciferase reporter; NIH 3T3 STAT1-luciferase reporter, IFN-gamma, luminescence; inhibition, % at 5.5 µM; actives 0.35% (n = 200,000);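 active = inhibition above a set limit, the mean inhibition across all tested compounds plus 3 SD, cut at about 34% in these data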;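 note: 0% = IFN-gamma with DMSO and 100% = IFN-gamma with 300 µM nifuroxazide; values of inactives mirror those of a sister screen read the other way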
# PPARg SRC-2 ag: agonists of PPARg-SRC-2 recruitment, primary screen, biochemical, HTS; AID 1032, 2008; Peroxisome proliferator-activated receptor gamma (Homo sapiens), P37231; PPARgamma LBD-SRC-2 recruitment; actives 0.34% (n = 200,000); activation, % at 8 µM; in the data active = activation above about 22%;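 note: 0% = vehicle and 100% = reference agonist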
# bIAP inhibitor: bovine intestinal alkaline phosphatase inhibitors, primary screen, selectivity assay for TNAP inhibitor project, biochemical, bovine IAP, CDP-star luminescence. inhibition, % at 20 µM. 190,000 tested, under 10 active. purified bovine IAP, 30 min;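 active = over 50% inhibition of intestinal alkaline phosphatase at 20 µM in the single-dose screen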
#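 System: Purified bovine intestinal alkaline phosphatase (IAP) enzyme | Input: IAP diluted 1/65,000,000 in the well | Also added: CDP-star chemiluminescent phosphatase substrate, 30 µM final | Dosing: 20 µM single dose | Times: Enzyme reaction for 30 min at room temperature | Detection: Luminescence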
# * hit, by the source's call; x = no result given. The order is random; overall some 3.7% were active at least once.
# The line under a structure holds: bIAP act	PPARg SRC-3 ag	ROMK primary	STAT1 blocker	PPARg SRC1 recr	TR-FRET SRC-2 ct	TNAP act hi DEA	bIAP inhibitor	PPARg SRC-2 ag	STAT3 activator	STAT3 inh
1. CC1(C)CC(=O)C=C(NNC(=O)c2ccc(N)cc2)C1
    1.1	5	x	-2	7	1513	1	-6	-2	94	10
2. COc1ccc(CCn2c(C)ccc2C)cc1OC
    0.8	8	0.6	-6	5	1712	1.1	18	8	99	4
3. CCOC(=O)Cc1csc(NC(NC(=O)OCC)(C(=O)OCC)C(F)(F)F)n1 (stereo unspecified)
    x	-1	x	6	-4	1403	x	x	0	105	-3
4. CCCOc1ccc(N2C(=O)C3ON(c4ccccc4)C(c4ccc(O)c(OC)c4)C3C2=O)cc1 (stereo unspecified)
    1	-6	0.052	-1	0	1390	1	0	0	111	-15
5. Cc1sc(NC(=O)/C=C/C(=O)O)c(C(N)=O)c1-c1ccc(C(C)(C)C)cc1
    1	3	x	-9	-3	1346	1	-3	0	113	-13
6. COC(=O)c1ccc(OC(=O)c2ccc(OC)cc2)c(OC)c1
    1.1	5	-0.5	-3	0	1704	1	-12	11	96	8
7. Cc1ccc(NC(=O)CSc2n[nH]c(-c3ccco3)n2)cc1
    1	3	-1.1	3	6	1653	1	3	10	92	15
8. O=[N+]([O-])c1ccc(N2CCN(CCO)CC2)cc1Sc1ccccn1
    0.8	-1	0.23	2	0	1614	0.9	20	7	102	1
9. C=CCOC(=O)C1=C(C)NC(C)=C(C(=O)OCC=C)C1c1cn(-c2ccccc2)nc1-c1ccco1
    0.9	2	0.65	-5	2	1846	1	14	-1	108	-5
10. CC(C(=O)N1CCCc2ccccc21)N1C(=O)c2ccccc2C1=O (stereo unspecified)
    1.1	4	x	6	-8	1450	1	-13	0	102	1
11. CCOC(=O)c1cc(C(=O)Nc2ccccc2F)nn1C
    0.9	3	-0.45	-36	-1	1564	1	12	6	102	5
12. O=C(NCCCN1CCCC1=O)c1cccs1
    1	-4	x	-1	6	1642	1	3	7	103	3
13. Cc1c(Cl)ccc2sc(NC(=O)CN3C(=O)c4ccccc4C3=O)nc12
    1.1	-4	-0.12	1	-2	1482	1	-12	-8	97	3
14. O=C(COC(=O)c1cc(=O)[nH]c2ccc(Br)cc12)c1ccccc1
    1.1	3	0.75	-3	-6	1391	1	-8	-6	99	3
15. COc1ccc(-n2cc(CNC3CCN(C)CC3)c(-c3cccc(F)c3)n2)cc1
    1.1	-3	-1.9	0	4	1546	1.1	-9	-5	104	7
16. Cc1ccc(C)c(NC(=S)N2CCN(c3cccc(C(F)(F)F)c3)CC2)c1
    0.9	2	x	3	-6	1537	1	7	4	98	7
17. Cc1ccc(S(=O)(=O)/N=C(\CSC(N)=O)Nc2ccccc2)cc1
    0.9	7	-0.33	1	1	1509	1.1	12	4	103	-4
18. CC(=O)N(C)c1ccc(NC(=S)Nc2cccc3ccccc23)cc1
    1	1	x	-23	9	1830	0.9	0	8	99	-4
19. Cc1sc2ncn(CC(=O)N(CC(=O)NC3CCCC3)Cc3cccs3)c(=O)c2c1C
    1.2	1	0.82	-3	-3	1541	1	-16	-2	103	1
20. COC(=O)COc1ccc(S(=O)(=O)Nc2ccc3c(c2)OCCO3)cc1Cl
    0.9	-6	x	2	4	1360	1	8	-6	87	20
21. Fc1ccccc1OCCSc1ncnc2nc[nH]c12
    1.1	0	0.98	-23	-5	1444	1	-15	2	99	3
22. Cc1c(Cl)cc(-n2cnnn2)cc1[N+](=O)[O-]
    1.1	-1	0.38	1	2	1467	1	-9	1	101	4
23. CC(=O)/C(N=Nc1ccc2c(c1)OCO2)=C(\C)O
    1	-1	1.3	-43	-1	1471	0.9	5	-8	108	-6
24. CCOC(=O)CCCN1CC(O)=C(c2nc3ccccc3s2)C1=N
    1.1	2	0.048	-31	2	1607	1	-11	10	111	-6
25. CN(CCC#N)c1ncnc2scc(-c3ccccc3)c12
    1	9	x	0	12	1593	1.1	-2	3	99	6
26. Cc1cccc2nc(CNc3ccc(F)cc3)cn12
    1	0	x	-13	4	1466	1	4	4	117	-18
27. O=C(CCCN1C(=O)c2cccc3cccc(c23)C1=O)N1CCc2ccccc2C1
    0.9	3	x	4	4	1483	1	8	18	84	22
28. CC(=O)N/C(=C/c1ccc2c(c1)OCO2)C(=O)NCCO
    1.1	-2	-0.86	6	1	1502	1	-7	0	101	0
29. CC1(C)NC(=O)N(CC(O)COC2CCCCC2)C1=O (stereo unspecified)
    0.9	7	x	-23	-2	1704	1	8	7	102	2
30. COc1cccc(NC(=O)C2CCCN(S(=O)(=O)c3ccc(-n4cnnn4)cc3)C2)c1 (stereo unspecified)
    1	-4	-0.64	-18	-5	1486	1	-1	5	101	5

# Continuation:
# The line under a structure holds: bIAP act	PPARg SRC-3 ag	ROMK primary	STAT1 blocker	PPARg SRC1 recr	TR-FRET SRC-2 ct	TNAP act hi DEA	bIAP inhibitor	PPARg SRC-2 ag	STAT3 activator	STAT3 inh
31. O=C(COc1ncnc2ccccc12)NC(=O)NCc1ccccc1
    x	-9	0.046	-6	-4	1379	x	x	7	94	11
32. COc1ccc(C2c3sc(=O)[nH]c3SC3C4CCC(C4)C23)cc1OC (stereo unspecified)
    0.9	9	-0.86	-7	1	1752	1	12	7	115	-15
33. CCCn1c(/C=N/Nc2nc3ccccc3[nH]2)nc2ccccc21
    0.4	-1	-0.99	-24	-1	1637	0.9	x	0	115	-22
34. COC(=O)CSCC(=O)Nc1nnc(-c2ccccc2C)s1
    0.8	0	-0.96	6	10	1580	1.1	17	-1	74	34
35. CCn1nc(C)c(CNC(=O)CC2C(=O)NCCN2CC(C)C)c1C (stereo unspecified)
    1.3	4	-0.036	1	15	1662	1	-27	13	95	11
36. O=C(CSc1nnc(-c2cc3ccccc3cc2O)n1Cc1ccco1)c1ccc(F)cc1
    1.1	-10	0.37	-2	3	1498	1	-7	3	95	10
37. CCOC(=O)CCSc1nc(C(C)(C)C)cc(C(F)(F)F)c1C#N
    1	-8	x	2	-4	1457	1	-1	5	97	7
38. CC(C)(C)C(=O)[C@@H]1[C@@H]2C(=O)N(Cc3ccccc3)C(=O)[C@@H]2[C@H]2c3ccccc3C=CN12
    1	1	-1.1	7	6	1525	1	1	6	94	12
39. CC1CCN(C(=O)COC(=O)c2n[nH]c3ccccc23)CC1
    1	-4	0.73	-27	1	1431	1	-4	-2	107	-4
40. CCc1ccc(N2C(=O)CC(N3CCC(C(=O)OC)CC3)C2=O)cc1 (stereo unspecified)
    0.9	-4	x	4	4	1523	1	10	4	99	3
41. COc1ccc(Cc2nnc(NC(=O)CSc3ccccc3)s2)cc1
    0.9	5	x	2	-1	1566	1	13	3	109	0
42. O=C(CN=C1NC(=O)C(c2ccccc2)(c2ccccc2)N1)NCc1ccc(F)cc1
    1	1	x	3	6	1562	1	-3	-2	97	7
43. O=C(/C=C/c1c(Cl)nc2ccccn12)N1CCN(c2ccccc2F)CC1
    0.9	1	0.82	-2	4	1681	1	7	6	91	17
44. CCOC(=O)N1CCN(C(=O)c2cc3sccc3n2C)CC1
    1	-2	-0.02	3	-2	1586	1	-2	3	102	2
45. COC(=O)C(CC(C)C)NC(=O)c1cc(OC)c(OC)c(OC)c1 (stereo unspecified)
    1	-1	-0.68	0	1	1530	1	-3	0	101	6
46. Cc1ccc2c(C(=O)CN3CCN(C4CCCCC4)CC3)c(C)[nH]c2c1
    1.2	-5	x	3	-12	1399	1.1	-16	-1	95	12
47. CCc1ccccc1NC(=O)C1CCCN(S(=O)(=O)c2c(C)noc2C)C1 (stereo unspecified)
    1	0	0.074	4	-2	1555	1.1	3	7	108	-4
48. CC(C)OCCCNC(=O)C1CCC(=O)N1C(C)C (stereo unspecified)
    1	4	0.68	-6	-6	1438	1	2	3	100	2
49. CCCCCC(=O)N/N=C(\C)c1ccc(NC(=O)c2ccco2)cc1
    0.9	7	-0.064	-9	-3	1486	1	12	9	95	14
50. COC(=O)c1cccc(N2C(=O)c3ccccc3S2(=O)=O)c1
    0.8	-8	x	2	-6	1343	1	17	-2	97	10
51. CS(=O)(=O)N1CCC(C(=O)N2CCN(c3ccccc3F)CC2)CC1
    1	-1	0.87	3	6	1463	1	0	-9	109	-10
52. CNS(=O)(=O)c1cccc(C(=O)OCc2cc(=O)n3cc(Br)ccc3n2)c1
    0.6	0	-0.51	3	4	1684	1	41	-3	97	1
53. CCOc1ccccc1N1CCN(C(=O)C2c3ccccc3Oc3ccccc32)CC1
    1.1	-1	x	-1	7	1475	1	-6	-4	101	3
54. CCOC(=O)C(C)Sc1nc(=O)n2ccccc2n1 (stereo unspecified)
    1	3	0.39	2	14	1603	1	-3	11	96	15
55. O=C(c1ccco1)N1CCN(C(=O)c2sccc2-c2ccccc2)CC1
    0.9	2	x	16	7	1749	1.1	12	9	105	-2
56. O=C(O)c1ccccc1NS(=O)(=O)c1ccc2c3c(cccc13)C(=O)N2
    0.9	1	0.89	-2	4	1740	1	5	4	99	8
57. COc1ccccc1NC(=O)c1cc2ccccc2nc1C
    1	4	-0.61	-8	10	1646	1	1	4	92	14
58. O=C(O)c1cc2nc(C3CC3)cc(C(F)(F)F)n2n1
    1.1	8	x	2	0	1326	1.1	-10	3	106	-2
59. C1CCC(n2nnnc2CN2CCN(C3CCCC3)CC2)CC1
    0.9	0	x	-7	0	1626	1	10	8	105	4
60. CCn1c(=O)n(CC)c2cc(S(N)(=O)=O)ccc21
    0.9	-9	x	-2	-6	1482	1	8	-1	99	6
61. Cn1c(Oc2ccccc2NCc2cccc(Br)c2)cc(=O)n(C)c1=O
    0.9	5	x	11	-2	1590	1	6	5	93	12
62. COc1cc(C(=O)N/N=C/c2ccccn2)cc(OC)c1OC
    1.2	-2	2.5	0	-1	1529	1	-18	-5	106	-5
